High-throughput results from PubChem BioAssay.
Bcl-B TR3 displacers – displacers of TR3 peptide from Bcl-B, primary screen, selectivity assay for Bfl-1 inhibitor project, biochemical, fluorescence polarization; Bcl-2-like protein 10 (Homo sapiens); FP displacement of FITC-TR3 peptide from Bcl-B; higher % means a stronger effect; displacement, % at 20 µM; hits with a dose series show IC50 in µM; actives 0.11% (n = 96,000); AID 748, 2007;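 active means displacement above 50% at 20 µM plus a fluorescence interference ratio under 1.5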;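 further: plate controls were wells without compound for no effect and wells lacking Bcl-B protein for full effect; a part of the inactive calls stands beside numbers as strong as those of hits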
IL1B NFkB pot – enhancers of NFkB p65 translocation in HUVEC – imaging, IL-1B stimulus, high-content imaging, primary screen; HUVEC IL-1B NFkB p65 nuclear translocation imaging; activation, % at 2 µM; actives 0.3% (n = 94,000); AID 819, 2007;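 active means activation above 40%, about the mean plus 3 SD, also judged a hit on visual image review; inconclusive means activation above 40% but not a hit on visual review; inactive means activation not above 40% and no visual hit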;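 further: percent activation is computed from the nuclear over cytoplasmic p65 intensity ratio; values of inactives mirror those of a sister screen read the other way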
PLAP inhibition – PLAP enzyme inhibitors, biochemical, luminescence, HTS (AID 690); Alkaline phosphatase, placental type (Homo sapiens); purified PLAP, luminescent substrate; higher % means a stronger effect; inhibition, % at 20 µM; hits with a dose series show IC50 in µM; actives 0.08% (n = 96,000); in the data active means a potency from the dose series; inactive means the rest, 99 in 100 with inhibition below about 30%; further: strong numbers were not always called active
IL1B NFkB inh – inhibitors of IL-1B driven NFkB p65 nuclear import, primary screen, imaging, HUVEC, IL-1B stimulus, high-content imaging. HUVEC IL-1B NFkB p65 nuclear translocation imaging. inhibition, % at 2 µM. actives 0.43% (n = 94,000). AID 796, 2007;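 active means inhibition above about 30% together with a positive call from visual inspection of the well image, limit read from the data; inconclusive means inhibition above a set limit but visual check negative; inactive means inhibition not above a set limit, visual check negative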;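 further: nuclear over cytoplasmic p65 intensity ratio measured by imaging; 0% = IL-1B stimulated DMSO wells and 100% = unstimulated DMSO wells; values of inactives mirror those of a sister screen read the other way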
MRP reversal – reversal of MRP1-mediated doxorubicin resistance, primary screen, H69AR cells, doxorubicin co-treatment. H69AR cells + 2 uM doxorubicin, CellTiter-Glo, 72 h. differential viability (reversal), % at 10 µM. actives 0.04% (n = 85,000). AID 602, 2007;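 active means viability drop by adding the cancer drug above about 55%, with treated viability meeting a 40% cutoff, limit read from the data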;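 further: viability without doxorubicin minus viability with 2 µM doxorubicin for each compound; larger differential means the compound sensitizes cells more to doxorubicin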
MRP reversal cytotoxicity – second read-out of MRP reversal, no call of its own (marks repeat the call); viability, %; H69AR cells, CellTiter-Glo, 72 h; measured here: cytotoxicity without doxorubicin
MRP reversal with doxorubicin – recorded beside MRP reversal, whose call it bears; viability, %; measured here: viability with 2 uM doxorubicin; hits give low values
IL1B NFkB inh cell count 2 µM – second read-out of IL1B NFkB inh, no call of its own (marks repeat the call); cell count; measured here: cells passing quality filter;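 raw number of nuclei counted in each imaged well without normalization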
IL1B NFkB pot cell count 2 µM – further read-out of IL1B NFkB pot, marked with its call; cell count; measured here: cells passing quality filter
The depositor's hits bear a star; ? = inconclusive; nt = not tested or not shown.

SMILES	Bcl-B TR3 displacers	IL1B NFkB pot	IL1B NFkB pot cell count 2 µM	PLAP inhibition	IL1B NFkB inh	IL1B NFkB inh cell count 2 µM	MRP reversal	MRP reversal cytotoxicity	MRP reversal with doxorubicin
O=C(CN(Cc1ccco1)C(=O)Cn1nnc(-c2ccc(F)cc2)n1)NC1CCCC1	-4%	3	192	-10%	-3	192	11	93	82
CCC(c1nnc(SCc2nc3ccccc3s2)n1Cc1ccccc1)N(C)C (configuration not stated)	-188%	10	76	-47%	-10	76	10	76	66
N/C(=N\OC(=O)CCC1CCCCC1)c1ccccn1	-3%	4	190	5%	-4	190	nt	nt	nt
COc1ccc(CCNC(=O)C2CCN(Cc3nc(-c4ccccc4C)oc3C)CC2)cc1OC	5%	9	82	-108%	-9	82	4	88	84
O=C(Cn1c(CN2CCCCC2)nc2ccccc2c1=O)NCc1ccco1	-4%	18	153	-58%	-18	153	-6	76	82
CN1CCC(C2(O)c3ccccc3CSc3sccc32)CC1 (configuration not stated)	nt	1	155	nt	-1	155	16	87	71
O=C(Cc1ccccc1)Nc1ccccc1CO	-6%	3	129	7%	-2	129	13	88	75
CCOc1cc(NS(C)(=O)=O)c(OCC)cc1NC(=O)c1cccs1	-1%	15	189	0%	-15	189	-11	69	80
CCOC(=O)Cc1nnc2c(Nc3ccc(C)cc3)nc3nonc3n12	11%	14	130	-36%	-14	130	-10	73	83
O=C(Cn1ccc([N+](=O)[O-])n1)NCc1ccco1	7%	-15	132	5%	15	132	nt	nt	nt
CC(C)NC(=O)COC(=O)c1cc(F)c(F)cc1Cl	2%	7	59	-12%	-7	59	nt	nt	nt
CCCCSC(=O)Nc1ccccc1	-3%	nt	nt	13%	nt	nt	0	98	98
CS(=O)(=O)N1CCCC(C(=O)NCCCN2CCOCC2)C1 (configuration not stated)	7%	-3	95	5%	3	95	7	99	92
COc1ccc(Cc2nc(-c3ccc(-n4cccc4)cc3)no2)cc1	-2%	nt	nt	-2%	nt	nt	11	104	92
CCOC(=O)CC(=O)CSc1nc2ccccc2c(=O)n1-c1ccc(C(=O)NCCOC)cc1	-1%	13	160	-40%	-13	160	13	93	80
COC(=O)CNC(=O)COC(=O)C(Cc1ccccc1)NC(=O)c1ccco1 (configuration not stated)	-141%	-5	80	-13%	5	80	-5	93	98
CC(=O)N1CCC2(CC1)C(C#N)=C(N)Oc1c2sc2nc(C)cc(C)c12	-5%	nt	nt	-9%	nt	nt	6	79	74
CCn1cc(C(=O)NCc2ccccn2)c(=O)c2cc(S(=O)(=O)N3CCCCC3)ccc21	52%	-34	180	-61%	?	nt	nt	nt	nt
O=C(c1ccco1)N1CCN(S(=O)(=O)N2CCOCC2)CC1	8%	-2	189	27%	2	189	24	100	76
O=C(/C=C/c1ccccc1)N1CCN(CC(O)COc2ccccc2)CC1 (configuration not stated)	-1%	8	175	-46%	-8	175	nt	nt	nt
COc1cccc(/C=c2/s/c(=C(\C#N)C(=O)N3CCOCC3)n(-c3ccccc3)c2=O)c1	-28%	12	166	-31%	-12	166	16	72	56
CCN1CCN(C(c2cc3cc4c(cc3[nH]c2=O)OCO4)c2nnnn2C(C)(C)CC)CC1 (configuration not stated)	7%	nt	nt	-27%	nt	nt	-35	86	122
CC1(C)CC(=O)C(C=NCCCN2CCOCC2)=C(O)C1	-6%	-6	119	-2%	6	119	14	98	84
c1ccc(-n2ncc3c2ncn2c(C4CCCCC4)nnc32)cc1	-2%	18	113	11%	-18	113	16	105	89
CCOC(=O)/C(C#N)=C\C1=C(N2CCCC2)CC(C)(CC)OC1 (configuration not stated)	nt	4	91	nt	-4	91	-30	36	67

(more compounds)
SMILES	Bcl-B TR3 displacers	IL1B NFkB pot	IL1B NFkB pot cell count 2 µM	PLAP inhibition	IL1B NFkB inh	IL1B NFkB inh cell count 2 µM	MRP reversal	MRP reversal cytotoxicity	MRP reversal with doxorubicin
COc1cc(C(=O)NC2=NCCS2)cc(OC)c1OC	5%	3	201	-3%	-3	201	nt	nt	nt
Cn1c(NC(=O)c2cccs2)cc(=O)n(C)c1=O	-14%	1	152	14%	-1	152	22	94	72
O=C(Nc1ccccc1)OCCNC(=O)c1ccccc1	2%	40*	101*	-12%	-40	101	1	79	78
CCC(c1nnnn1Cc1ccco1)N(CCc1ccccc1)Cc1cc2ccc(OC)cc2[nH]c1=O (configuration not stated)	-86%	-3	145	-61%	2	145	13	23	10
Cc1cc(=O)oc(C)c1C(=O)NC12CC3CC(CC(C3)C1)C2	-3%	-1	87	6%	1	87	7	108	102
COc1cccc(C2/C(=C(\O)c3ccc4c(c3)OCCO4)C(=O)C(=O)N2CCN(C)C)c1 (configuration not stated)	-8%	-14	88	-15%	14	88	3	99	95
O=C(CCNS(=O)(=O)c1cccc2nsnc12)N1CCc2ccccc21	-6%	2	184	14%	-2	184	9	101	92
Cn1c(=O)c2cn3c(c2n(C)c1=O)C(c1ccccc1)CC(c1ccccc1)=N3 (configuration not stated)	-5%	11	176	-52%	-11	176	-6	75	82
O=[N+]([O-])c1ccc(N2CCN(C(=S)NC3CCCCC3)CC2)cc1	-3%	5	135	7%	-4	135	nt	nt	nt
CC(=O)c1c(C)[nH]c(C(=O)COC(=O)CN(C)S(=O)(=O)c2ccc(Cl)cc2)c1C	5%	31	152	-62%	-31	152	-15	60	75
COc1ccc(CCNC(=O)c2cc(C(C)C)on2)cc1OC	-4%	nt	nt	-5%	nt	nt	15	91	76
CCOC(=O)N1CCN(S(=O)(=O)c2cc(Br)cc3c2N(C(=O)CC)CC3)CC1	-3%	nt	nt	-2%	nt	nt	-1	93	93
COc1ccc(C2C(C(=O)NC(C)C)c3ccccc3C(=O)N2C)cc1OC (configuration not stated)	-7%	-10	105	-24%	10	105	-7	73	80
Cn1cnnc1SCC(=O)N1CCC(Cc2ccccc2)CC1	0%	-4	166	-236%	4	166	11	91	80
O=S(=O)(Nc1cccc2cn[nH]c12)c1ccc(F)cc1	-10%	9	122	-11%	-9	122	-8	107	115
Cc1ccccc1-c1nc(CS(=O)(=O)CC(=O)NCCCN2CCCC2)c(C)o1	-3%	-13	143	-26%	13	143	9	99	90
Cn1c(=O)c2c(nc(SCC(=O)O)n2Cc2cccc(C(F)(F)F)c2)n(C)c1=O	-11%	18	147	-18%	-18	147	-2	94	97
COC(=O)Cc1ccc(NC(=O)c2ccc(C(C)(C)C)cc2)cc1	-5%	11	56	24%	-11	56	3	67	64
CCOC(=O)Cc1nc2ccccc2[nH]1	-8%	7	131	-40%	-7	131	7	95	88
O=C(NCc1ccc2c(c1)OCO2)c1cccc(S(=O)(=O)N2CCOCC2)c1	-10%	2	153	10%	-2	153	11	101	90
Cc1nn(Cc2ccc([N+](=O)[O-])cc2)c(=O)n1-c1ccc(F)cc1	0%	nt	nt	9%	nt	nt	nt	nt	nt
O=C(NCc1ccco1)c1cnc2ccccn2c1=O	0%	nt	nt	6%	nt	nt	-8	94	101
Cn1c(CN2CCCC2)nc2cc(NC(=O)Nc3ccccc3)ccc21	-2%	-7	98	-54%	7	98	-14	85	98
CSc1nc2ccc(N3C(=O)C4CCCCC4C3=O)cc2s1 (configuration not stated)	0%	-12	141	-5%	12	141	nt	nt	nt
CCc1nnc(NC(=O)CSc2nnc(-c3ccoc3C)n2CC(C)C)s1	-5%	nt	nt	-53%	nt	nt	13	90	77

Later entries.
SMILES	Bcl-B TR3 displacers	IL1B NFkB pot	IL1B NFkB pot cell count 2 µM	PLAP inhibition	IL1B NFkB inh	IL1B NFkB inh cell count 2 µM	MRP reversal	MRP reversal cytotoxicity	MRP reversal with doxorubicin
CCC(=O)OC1CSc2nc3ccccc3n2C1 (configuration not stated)	13%	7	108	10%	-6	108	11	100	89
COC(=O)CNS(=O)(=O)c1ccc(Cc2ccc(S(=O)(=O)NCC(=O)OC)cc2)cc1	-2%	-10	173	nt	10	173	9	106	97
O=C(CSc1ncn[nH]1)Nc1ccccc1-c1ccccc1	20%	10	165	-38%	-10	165	1	107	106
COc1ccc(C2C3=C(CC(C)(C)CC3=O)Nc3cc4c(cc32)OCO4)cc1 (configuration not stated)	7%	-19	158	-30%	19	158	13	101	88
O=C(Nc1ccccc1)c1ccc(S(=O)(=O)NCc2ccco2)cc1	-1%	-11	95	10%	11	95	11	91	80
Cc1cc(CN2C(=O)c3ccccc3C2=O)no1	0%	nt	nt	1%	nt	nt	9	94	85
O=C(CSc1nc2cc(Cl)ccc2s1)N1CCCc2ccccc21	-2%	-4	116	-10%	4	116	nt	nt	nt
CCC1(CC)C(=O)NC(=O)NC1=Nc1cccc(OC)c1	-3%	8	137	7%	-8	137	14	98	84
CO/N=C(/CNC(=O)c1cccc(Cl)c1)c1ccc(Cl)cc1	0%	16	159	-5%	-16	159	nt	nt	nt
COc1ccc(N2CCN(CC(=O)Nc3cc4c(cc3C(C)=O)OCO4)CC2)cc1	nt	6	164	nt	-6	164	3	87	84
COc1ccc(C2C(C#N)=C(N)Oc3cc(C)n(Cc4ccco4)c(=O)c32)cc1 (configuration not stated)	2%	-21	133	16%	21	133	12	101	89
CC(C)N(Cc1nc(-c2ccccc2)no1)C(=O)C1CCCCC1	2%	28	186	-86%	-28	186	13	89	76
Cn1c(=O)c2c(nc(N3CCN(c4ccccn4)CC3)n2Cc2ccccc2Cl)n(C)c1=O	5%	-4	136	-28%	4	136	nt	nt	nt
CCCOP(=O)(c1ccc(N(C)C)cc1)C(O)c1ccccc1OC (configuration not stated)	-9%	28	125	1%	-28	125	15	90	75
CCOC(=O)N1CCN(C(=O)CSc2nnc(CNC(=O)c3c(F)cccc3Cl)o2)CC1	-6%	12	194	9%	-12	194	6	88	82
COC(=O)CSc1nnc(-c2ccncc2)n1N	6%	14	130	6%	-14	130	19	102	83
CCCOc1ccc(N2C(=O)CC(N3CCN(c4nc5ccccc5s4)CC3)C2=O)cc1 (configuration not stated)	-4%	0	125	-41%	0	125	26	106	80
O=C(Nc1nc2ccccc2n1CCN1CCCCC1)c1ccc(Cl)cc1	4%	-16	109	-1%	16	109	3	71	69
CS(=O)(=O)N(Cc1ccco1)Cc1ccccc1Cl	0%	13	130	-6%	-13	130	-2	94	96
O=C(O)CCCC(=O)OCCCCc1cccs1	6%	-4	215	-30%	4	215	1	94	93
O=C(O)C1CCCCC1C(=O)NCCc1ccccc1 (configuration not stated)	-7%	13	123	9%	-13	123	2	93	91
CCOc1cc(C(=O)OCC(=O)c2c(C)[nH]c3ccccc23)ccc1OCC(=O)N1CCOCC1	8%	2	149	-60%	-2	149	-8	61	69
CC(=O)N1CCN(C(=O)CNc2cc(C(F)(F)F)ccc2OCC(F)(F)F)CC1	2%	23	129	-9%	-23	129	6	96	91
N#Cc1cccc(NC(=O)COc2ccc(-n3ccnc3)cc2)c1	-9%	-3	115	31%	3	115	11	90	80
Cc1nnc2ccc(Oc3ccc(-c4ccccc4)cc3)nn12	2%	1	104	-40%	-1	104	-8	81	89
COc1cc(-n2c3nc4ccccc4nc3c3c(=O)n(Cc4ccco4)cnc32)cc(OC)c1OC	nt	-7	105	nt	7	105	4	87	83
CN=Cc1cc(-c2ccccc2)sc1O	-5%	3	62	20%	-3	62	-4	99	102
Cc1onc(-c2ccccc2)c1C(=O)Nc1ccnn1C1CCCCC1	0%	2	163	4%	-2	163	14	96	82
O=C(C/C=N/OCc1ccc(Cl)cc1Cl)c1ccccc1	-9%	-5	145	-9%	5	145	nt	nt	nt

Some values from the results shown:
Under IL1B NFkB pot cell count 2 µM, `O=C(Nc1nc2ccccc2n1CCN1CCCCC1)c1ccc(Cl)cc1` reads 109
Under IL1B NFkB inh, `O=C(/C=C/c1ccccc1)N1CCN(CC(O)COc2ccccc2)CC1` (configuration not stated) reads -8

The list is partial. The share of hits here may be higher or lower than overall.
